Bioassay records from PubChem.
SMARCA2 act = increases SMARCA2 function in MMTV reporter cells. MG213 cells, MMTV-luciferase reporter, dexamethasone, overnight. activation, % at 9.1 µM. 1% of 370,000 active; in the data active means activation above about 7.8%;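 further: 0% = vehicle wells and 100% = reference activator wells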
hgDAF12 agonist = activates the H. glycines DAF-12 receptor ligand-binding domain. 1.8% of 370,000 active. activation, % at 6.8 µM. HEK293 GAL4-hgDAF12 UAS-luciferase reporter, agonist luminescence; normalized to butyrate control;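 active means activation above a cutoff set at the mean of all screened compounds plus 3 SD, cut at about 10% in these data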;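 further: 0% = DMSO wells and 100% = sodium butyrate wells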
ADAM17 inh = inhibitors of human ADAM17 | inhibition, % at 6.95 µM | AID 720648 | recombinant ADAM17, EDANS/DABCYL FRET peptide cleavage | P78536 | 0.83% of 370,000 active;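 active means inhibition above the mean of compounds lying between control limits plus 3 SD, set per campaign, cut at about 8.5% in these data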;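 further: 0% = DMSO-only wells as the low control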
DAX1 inh-1 = inhibits human nuclear receptor DAX1; 0.99% of 340,000 active; inhibition, % at 6.75 µM; HEK293 Gal4-DAX1 luciferase reporter, luminescence; P51843; AID 504766;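 active means inhibition above the mean over all tested compounds plus 3 SD, cut at about 4.2% in these data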;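 further: 0% = DAX1-transfected cells with DMSO and 100% = empty-vector control cells with DMSO; inhibition shows as a rise in luminescence from relieved DAX1 repression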
GC-A act = GC-A (human) enzyme activation; 0.14% of 370,000 active; activation, % at 10 µM; P16066; HEK293 GC-A cells, cGMP TR-FRET, EC30 ANP; 0% at EC30 ANP, 100% saturating ANP; in the data active means activation above about 40%
Target sequence (P16066 whole entry, looked up): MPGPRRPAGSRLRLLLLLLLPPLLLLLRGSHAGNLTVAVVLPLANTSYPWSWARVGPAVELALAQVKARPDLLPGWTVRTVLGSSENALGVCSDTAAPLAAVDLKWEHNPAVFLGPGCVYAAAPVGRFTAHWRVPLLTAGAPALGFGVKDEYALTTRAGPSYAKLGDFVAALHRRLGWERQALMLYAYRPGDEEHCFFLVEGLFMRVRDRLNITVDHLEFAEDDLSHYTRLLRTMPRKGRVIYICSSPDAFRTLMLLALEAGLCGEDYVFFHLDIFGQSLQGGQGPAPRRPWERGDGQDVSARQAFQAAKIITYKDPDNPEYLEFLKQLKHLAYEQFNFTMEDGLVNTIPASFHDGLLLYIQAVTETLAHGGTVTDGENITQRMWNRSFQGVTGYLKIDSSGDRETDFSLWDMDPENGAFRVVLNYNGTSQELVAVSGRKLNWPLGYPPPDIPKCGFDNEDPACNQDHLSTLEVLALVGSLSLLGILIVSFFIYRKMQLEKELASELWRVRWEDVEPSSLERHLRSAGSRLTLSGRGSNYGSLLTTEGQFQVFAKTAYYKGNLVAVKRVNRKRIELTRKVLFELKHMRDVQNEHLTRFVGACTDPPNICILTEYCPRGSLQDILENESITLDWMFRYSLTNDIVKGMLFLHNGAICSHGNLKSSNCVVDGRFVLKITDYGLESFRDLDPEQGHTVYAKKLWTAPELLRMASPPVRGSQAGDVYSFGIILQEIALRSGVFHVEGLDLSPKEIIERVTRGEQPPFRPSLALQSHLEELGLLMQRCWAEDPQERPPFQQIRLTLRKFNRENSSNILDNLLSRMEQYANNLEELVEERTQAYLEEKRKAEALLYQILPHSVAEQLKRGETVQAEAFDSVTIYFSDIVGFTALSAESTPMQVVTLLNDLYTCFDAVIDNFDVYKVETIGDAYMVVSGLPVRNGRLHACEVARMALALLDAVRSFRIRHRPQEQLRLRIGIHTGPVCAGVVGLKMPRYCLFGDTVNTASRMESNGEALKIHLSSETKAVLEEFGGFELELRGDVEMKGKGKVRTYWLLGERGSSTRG
hcDAF12 agonist = activates DAF-12 receptor from parasite H. contortus; activation, % at 6.8 µM; HEK293 hcDAF-12 lit1-tk-luc reporter, luminescence; 0% DMSO, 100% Δ7-dafachronic acid; 1.4% of 370,000 active;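 active means activation above the mean of all tested compounds plus 3 SD, cut at about 5.5% in these data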;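 further: 100% = response to 3 µM Δ7-dafachronic acid high control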
GAA850 FXN act = increases GAA850 frataxin promoter reporter activity. 0.56% of 360,000 active. HEK293 lucGAA850 FXN promoter luciferase reporter, 24 h; percent of 10 µM SAHA response. activation, % at 6 µM;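 active means activation above the average of all compounds screened plus 3 SD, cutoff fixed separately per campaign, cut at about 7.5% in these data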;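 further: 0% = DMSO wells and 100% = 10 µM SAHA wells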
DAX1 inh-2 = blocks DAX1 repression of SF-1 activated StAR promoter | AID 652010 | HEK293T StAR-luciferase reporter, SF-1/DAX-1 repression relief | 1.1% of 370,000 active | inhibition, % at 6.8 µM;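 active means inhibition above the mean over all tested compounds plus 3 SD, cut at about 3.6% in these data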;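 further: 0% = DAX-1 cells with DMSO and 100% = cells lacking DAX-1 with DMSO; higher inhibition means more luminescence from relief of DAX-1 repression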
PG9 Ab binder = PG9 antibody binding by small molecule. TR-FRET gp120-PG9 antibody binding. 0.43% of 360,000 active. inhibition, % at 6.7 µM; in the data active means inhibition above about 8.5%
ADAM10 inh = inhibits human ADAM10 | inhibition, % at 7 µM | AID 720582 | recombinant ADAM10, EDANS/DABCYL FRET peptide cleavage, 3 h | 0.62% of 370,000 active;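 active means inhibition above a per-campaign cutoff equal to the mean of compounds falling between control-based bounds plus 3 SD, cut at about 20% in these data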;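 further: 0% = DMSO wells while the 100% control is not disclosed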
ssDAF-12 act = S. stercoralis DAF-12 activation, primary screen; activation, % at 6.8 µM; HEK293 ssDAF-12/GRIP1 lit1-tk-luc reporter, luminescence; % of 3 µM dafachronic acid response; 1% of 370,000 active;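 active means activation above the mean over all tested compounds plus 3 SD, cut at about 0.9% in these data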;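 further: 0% = DMSO-only wells and 100% = 3 µM delta7-dafachronic acid wells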
An asterisk follows results filed as active; nt = no result given.

SMILES | SMARCA2 act | hgDAF12 agonist | ADAM17 inh | DAX1 inh-1 | GC-A act | hcDAF12 agonist | GAA850 FXN act | DAX1 inh-2 | PG9 Ab binder | ADAM10 inh | ssDAF-12 act
CC(C)NC(=O)c1cc2n(n1)C(C(F)(F)F)CC(c1ccco1)N2 (centres undefined) | -1.0 | 0.7 | 0.0 | -0.6 | 4.3 | -0.3 | 2.0 | 0.8 | -2.0 | 0.4 | -2.0
O=C(c1cc2c(s1)CCCC2)N1CCN(c2ccccc2)CC1 | 2.6 | 2.1 | -10.8 | -1.7 | 0.9 | 0.9 | 4.3 | 0.5 | 0.0 | -7.9 | -0.9
CC1CC(C)CN(S(=O)(=O)c2ccc(C(=O)NCc3ccc4c(c3)OCO4)cc2)C1 (centres undefined) | -2.9 | -1.4 | 1.2 | 2.8 | 2.5 | -2.4 | 3.1 | -1.6 | -0.2 | 0.9 | -1.3
COCCNC(=O)C1(C)CCN(C(=O)/C=C/c2ccccc2)C1 (centres undefined) | -2.6 | -0.2 | 0.3 | nt | -2.5 | 2.8 | 0.6 | -0.1 | -0.8 | 10.9 | -0.8
Fc1cccc(CSc2nnc3ccc(-c4ccncc4)nn23)c1 | -2.8 | 0.7 | -4.6 | 1.3 | 8.7 | -2.5 | 2.5 | 0.6 | -0.1 | -4.2 | -2.2
O=C(O)c1ccc(C=NN=C2c3ccccc3-c3ccccc32)cc1 | 0.4 | 0.2 | 1.3 | 0.5 | -8.5 | 0.4 | 0.0 | -1.1 | 0.1 | -3.6 | -1.2
CC1CCC/C(=N/NC(=O)c2ccccc2-n2cccc2)C1 (centres undefined) | 0.0 | 1.5 | -5.2 | -0.7 | -3.6 | 6.1* | 0.1 | 0.0 | -3.2 | -1.3 | -1.3
O=C(CSc1nn(-c2ccc(F)cc2)c(=S)s1)N1CCN(C(=O)c2ccco2)CC1 | -0.4 | -0.6 | -0.6 | -0.1 | -0.1 | -2.6 | -0.3 | 0.1 | 1.5 | 0.5 | -1.9
CC1(C)C2CC[C@]3(C)C(CC=C4[C@@H]5C[C@@](C)(CO)[C@@H](O)C[C@]56C[C@@H](OC6=O)[C@]43C)[C@@]2(C)CC[C@@H]1O (some centres undefined) | 1.2 | 1.3 | 0.3 | 5.5* | -1.3 | -1.5 | -1.5 | 0.1 | -0.6 | -8.9 | -1.5
Cc1ccc(-c2cc(-c3ccccc3)c3c(N)c(S(C)(=O)=O)sc3n2)cc1 | -2.0 | -1.2 | -40.5 | -1.4 | 0.5 | -2.4 | 2.5 | 0.1 | 4.9 | -125.9 | -1.6
CCCCn1c2ccc(F)cc2c2nnc(NN)nc21 | 4.6 | 2.6 | -1.8 | 0.8 | 2.9 | -1.0 | 2.0 | -0.4 | -2.5 | 2.6 | -0.9
Cc1oc(S(=O)(=O)N2CCCC2)cc1C(=O)Nc1ccc(F)cc1 | -2.0 | -2.1 | 0.7 | 0.4 | -3.2 | -3.6 | -1.4 | -0.5 | 0.4 | 2.4 | -2.7
CC(C(=O)NCc1ccccc1)n1cc([N+](=O)[O-])cn1 (centres undefined) | -2.4 | 3.2 | 0.0 | 0.7 | 3.4 | 0.1 | 0.5 | -0.5 | -1.8 | 7.1 | -1.3
CCCc1nc2ccccc2n1Cc1ccccc1OC | -1.4 | -0.5 | -0.9 | 0.4 | -5.3 | -0.4 | 1.1 | -0.5 | 0.3 | 14.6 | -1.7
CCN(CC)C(=O)CSc1nc2ccccc2c(=O)n1-c1ccccc1OC | 0.3 | 1.6 | -5.5 | -1.3 | -1.2 | -1.2 | 0.3 | -0.7 | 0.5 | -4.9 | -0.8
COc1ccc(NC2c3ccccc3C(=O)N2c2ccccn2)cc1Cl (centres undefined) | 8.2* | 0.6 | 0.9 | -0.3 | -5.5 | 1.8 | 0.1 | 1.0 | -1.0 | 4.5 | -1.4
CC(NCc1ccc(S(N)(=O)=O)cc1)C(=O)NCc1ccccc1 (centres undefined) | -2.5 | 0.0 | -2.7 | 0.7 | 0.5 | -2.1 | 0.2 | -0.1 | -1.0 | -3.1 | -0.4
CCOc1ccc(CN2C(=O)c3ccccc3C2=O)cc1C(=O)Nc1nnc(SCC)s1 | -0.9 | -1.5 | 3.3 | -0.2 | 4.6 | -1.1 | 1.4 | -0.2 | -1.3 | 4.3 | -1.1
Cc1c(C=O)cnn1CCC(=O)O | 2.4 | 2.0 | -0.3 | 0.0 | 2.0 | 1.2 | -1.4 | 0.4 | -3.9 | -6.4 | -0.3
O=c1c([N+](=O)[O-])c(Cl)c2ccccc2n1Cc1ccccc1 | nt | -1.9 | 1.1 | nt | -11.5 | -2.2 | nt | nt | nt | -11.1 | -0.9
Cc1cccc(NC(=O)C(=O)NCc2ccccn2)c1 | 4.6 | 9.8 | -2.7 | 4.3* | 6.8 | 0.2 | 2.2 | 1.6 | -1.9 | 0.0 | -1.3
CC1CCN(C(=O)CSc2nnc(CNC(=O)c3ccco3)o2)CC1 | -2.1 | 1.9 | -1.3 | -1.2 | -0.1 | -0.5 | 1.9 | 0.0 | -0.5 | 5.8 | -0.6
CSc1sc(C(=O)N(C)C)cc1S(=O)(=O)C(C)C | 1.5 | -0.2 | -0.1 | nt | -0.4 | 0.2 | 1.0 | -0.2 | -2.8 | -6.3 | -1.3
CC(C)(C)C(=O)NCc1ccc(C(=O)CSc2nnc(-c3ccncc3)n2C2CC2)s1 | -3.5 | -1.9 | -2.8 | -1.4 | -1.0 | -1.1 | 0.5 | 2.6 | -0.2 | -6.2 | -1.7
CC1(C(=O)Nc2cccnc2)Cc2c(-c3ccc4c(c3)OCO4)ccnc2O1 (centres undefined) | -2.4 | 0.5 | -24.7 | nt | 5.7 | -1.5 | 0.0 | -1.2 | -1.7 | -86.2 | -0.8
O=C(OC12CCCN(C1)/C(=C/c1cccc(Cl)c1)C2)c1ccco1 (centres undefined) | -3.8 | -0.8 | 1.4 | nt | 5.9 | -1.4 | nt | 2.2 | nt | -8.4 | -0.8
Cc1ccc(F)cc1NC(=O)CCc1c(C)[nH]c(=O)c(C#N)c1C | -1.3 | -0.9 | -7.3 | 1.8 | -0.3 | -0.1 | -0.7 | 0.2 | -0.5 | -18.1 | -0.6
O=C(Nc1cc(S(=O)(=O)Nc2ccc(Cl)cc2)ccc1O)c1ccc(S(=O)(=O)N2CCCCCC2)cc1 | -1.6 | -2.0 | -0.1 | 1.5 | -0.8 | 0.2 | 2.7 | -0.8 | -1.2 | 3.4 | -1.9
CN(C)c1ccc(/C=C/C(=O)c2ccc(O)cc2)cc1 | 4.0 | 19.2* | 6.9 | 5.5* | -2.5 | 4.0 | 1.2 | 3.7* | -2.3 | -3.0 | -0.1
CCc1c(O)nc(SC2CC(=O)N(c3ccccc3)C2=O)[nH]c1=O (centres undefined) | -2.6 | -0.7 | -5.1 | -0.1 | 0.2 | -1.4 | -0.5 | -0.6 | -0.7 | -6.2 | -1.6
COCCN(C(=O)c1ccco1)c1nnc(-c2ccc(OC)c(OC)c2)s1 | -2.0 | -1.3 | 1.1 | -0.7 | 6.6 | -1.9 | -1.8 | 0.3 | -0.7 | -14.9 | -1.4
CCOC(=O)c1sc(N/N=C/c2ccccc2)nc1C | 8.7* | 6.9 | 1.3 | 1.7 | 0.8 | 4.0 | 7.6* | 2.6 | -2.5 | -5.2 | 1.2*
Cn1c(=O)c(=O)n(C)c2cc(S(=O)(=O)Nc3ccc(OC(F)(F)F)cc3)ccc21 | -3.0 | -1.1 | 1.7 | -1.2 | 3.6 | 2.6 | -0.3 | 1.7 | -0.3 | -1.2 | -1.5
Cc1nn(Cc2ccccc2Cl)c(C)c1C(=O)NCCN1C(=O)S/C(=C\c2ccccc2)C1=O | 0.4 | -2.5 | 2.9 | 0.8 | -1.1 | -0.2 | 0.9 | -0.6 | 0.7 | 2.7 | -1.0
COc1ccccc1NS(=O)(=O)c1ccc(C(=O)NCC2(N(C)C)CCCCC2)cc1 | 3.2 | -0.6 | -1.0 | 0.5 | 1.3 | 1.2 | -0.1 | 0.2 | -2.6 | 0.2 | -0.9
CCOC(=O)C1=C(Nc2ccc(Cl)cc2)OCC1=O | -5.4 | -2.3 | -2.9 | 0.0 | 1.6 | 0.5 | 2.1 | 0.0 | -0.3 | -3.2 | -1.4
CC(C)C(=O)N1CCN(c2ccccc2NC(=O)c2ccc(C#N)cc2F)CC1 | -1.6 | 3.6 | -4.0 | 0.5 | -6.5 | 0.6 | 0.9 | -1.6 | -2.1 | -6.8 | -1.0
CCOC(=O)c1cc(CC)sc1/N=C/C1C(=O)CCCC1=O | -2.7 | -0.3 | -4.3 | -0.5 | 2.1 | 0.4 | 3.2 | 0.3 | -1.5 | -5.5 | -1.1
COc1ccc(CC(=O)Nc2c(C(=O)N3CCN(c4ccccc4OC)CC3)oc3ccccc23)cc1OC | 2.5 | -1.2 | -1.1 | -0.5 | 11.6 | -2.9 | -2.5 | -1.1 | -0.4 | 11.3 | -1.7
Cc1ccc(C)c(N(CC(=O)NC2CCCCC2)C(=O)CNC(=O)c2ccco2)c1 | -3.6 | -0.6 | -3.1 | -0.6 | 3.2 | -1.0 | -0.4 | -0.4 | 0.2 | -0.2 | -0.4
Cn1c(=O)[nH]c(=O)c2c1nc(N1CCOCC1)n2CC(=O)c1ccccc1 | 2.5 | 5.4 | -4.8 | -0.9 | 0.7 | 1.2 | -0.9 | -0.4 | 1.2 | -3.2 | -1.7
OC(CCCC(O)c1ccccc1)c1ccccc1 (centres undefined) | 0.6 | -3.4 | 3.4 | 1.5 | -0.7 | -1.0 | 0.4 | 1.1 | -3.0 | 2.2 | -0.6
CCc1ccc(N2CC(C(=O)NCc3ccco3)CC2=O)cc1 (centres undefined) | -2.2 | -0.3 | -3.5 | 0.5 | -0.9 | -0.1 | -1.9 | -0.2 | 0.7 | -0.4 | -1.3
CCOc1ccc2nc(N/C(N)=N/S(C)(=O)=O)nc(C)c2c1 | 0.8 | -0.1 | -51.5 | 0.6 | 6.9 | -1.1 | 2.1 | 0.7 | 0.3 | -123.8 | -1.1
COCCNC(=O)c1cc(-c2ccccc2)nn1CC1CC(c2cccnc2)=NO1 (centres undefined) | 0.9 | 2.3 | -2.2 | -0.3 | 1.3 | -0.5 | -0.2 | 0.0 | 0.1 | 4.9 | -1.1
CCc1ccccc1NC(=O)CCC(=O)Nc1nnc(C(C)C)s1 | -0.2 | 2.1 | -2.9 | 1.7 | 1.5 | 2.3 | 1.0 | 0.2 | -0.4 | -1.0 | -0.9
Cc1ccc2nc(NC(=O)CSc3nc4ccccc4o3)sc2c1 | -1.0 | 3.1 | -6.0 | 0.3 | 1.7 | 2.7 | 4.1 | -0.1 | 0.4 | 2.6 | -0.4
Cc1cc(Cl)ccc1OCC(=O)NCCCn1ccnc1 | 1.9 | -4.5 | -1.3 | -0.5 | -2.5 | -1.9 | 2.4 | 0.4 | -0.8 | 2.1 | -0.1
CCN1CCCC1CNC(=O)Cn1nc(C)n2nc(-c3ccccc3)cc2c1=O (centres undefined) | -0.1 | 2.5 | -1.2 | -0.8 | 5.7 | 0.3 | 1.2 | 0.3 | -1.0 | -4.6 | -0.6
O=C(NCc1ccccc1)c1ccc(-c2cn[nH]c2)c2ccoc12 | -3.1 | 5.1 | -12.4 | nt | -4.8 | -0.1 | 4.2 | 0.6 | -0.4 | -48.8 | -1.0
